# XIAP displacement: XIAP antagonists, biochemical, IAP family, fluorescence polarization (AID 1018); displacement, % at 20 µM; hits with a dose series show IC50 in µM; 200,000 tested, 0.007% active; XIAP BIR domain, fluorescence polarization peptide displacement; higher % means a stronger effect; in the data active = displacement above about 50%; note: a part of the inactive calls stands beside numbers as strong as those of hits
# Lipid droplet: hepatic lipid droplet formation modulation. AML12 mouse hepatocytes, oleate lipid droplets, BODIPY imaging. inhibition, % at 6.5 µM. 240,000 tested, 0.4% active. AID 1656;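 active = lipid droplet intensity inhibited by at least 50%, with more than 500 cells counted; inconclusive = wells with under 300 cells, treated as cytotoxic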
#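 Material – mouse AML12 hepatocyte cell line, fixed after treatment · Compound dosing – one dose, 6.5 µM compound · Times – compound with oleate, overnight · Measured by – Image-based BODIPY and DAPI two-channel analysis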
# HEK293 NOD2/NF-kB: NOD2 signaling inhibitors, cell-based, luminescence, uHTS, HEK293 (AID 1566); HEK293 NOD2/NF-kB luciferase reporter, luminescence; higher % means a stronger effect; one-dose inhibition, % at 4 µM; EC50 in µM for titrated hits; 290,000 tested, 0.63% active; note: many of its hits are not listed in these tables
# LYP phosphatase: PTPN22 lymphoid phosphatase activity blockers – biochemical, fluorescence intensity, uHTS (AID 1779); recombinant LYP phosphatase, fluorescence intensity; higher % means a stronger effect; inhibition, % at 11.5 µM, or IC50 in µM where a hit was titrated; 290,000 tested, 0.054% active;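 note: plate controls were vehicle with enzyme for no effect and no enzyme for full effect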
# Myeloid diff 2: promotes myeloid progenitor differentiation. ER-HoxA9 myeloid progenitors, lysozyme-GFP differentiation, flow cytometry. calls only at 10 µM. 360,000 tested, 1% active. AID 624256;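 active = normalized GFP-positive differentiation at or above the plate's own cutoff, the solvent-only control mean plus 3 SD; inconclusive = no clear call, values can overlap the other calls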;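 note: cells exposed to compound for four days before flow analysis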
# AID2073: disruptors of CaV2.2 binding to Mint1 – biochemical, HTRF (AID 2073); 290,000 tested, 0.19% active; one-dose inhibition, % at 20 µM; IC50 in µM for titrated hits; HTRF protein-protein interaction, Mint1-CaV2.2; higher % means a stronger effect; in the data active = inhibition mostly above about 51%, no sharp cut-off; inconclusive = no clear call, values can overlap the other calls; inactive = mostly below about 53%; note: some results filed as inactive read as strong as hits
# HIV fusion peptide: cell-free HIV fusion peptide-binding blockers – biochemical, uHTS, fluorescence dequenching, primary screen (AID 1986). cell-free peptide binding, fluorescence dequenching, 30 min; higher % means a stronger effect. inhibition, % at 20 µM; hits with a dose series show IC50 in µM. 290,000 tested, 0.3% active; in the data active = inhibition mostly above about 52%, no sharp cut-off; inactive = mostly below about 76%; note: some results filed as inactive read as strong as hits
# Dengue-2 NS5 capping: flavivirus cap methylation enzyme inhibition – biochemical, confirmation dose response, primary screen (AID 588689) | Dengue-2 NS5 methyltransferase capping enzyme assay, biochemical; higher % means a stronger effect | 340,000 tested, 0.3% active | one-dose inhibition, % at 25 µM; IC50 in µM for titrated hits; in the data active = a potency from the dose series; inconclusive = inhibition above about 29% without an active follow-up result
# Siah-1 displacement: blockers of Siah-1 interaction with plectin peptide – biochemical, fluorescence polarization, rhodamine-plectin, uHTS, primary screen (AID 1817). Siah-1 / rhodamine-plectin peptide fluorescence polarization; higher % means a stronger effect. displacement, % at 20 µM, or IC50 in µM where a hit was titrated. 290,000 tested, 0.02% active;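 active = displacement of at least 50% at 20 µM, with a fluorescence ratio check between 0.3 and a set limit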;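 note: plate controls were Siah plus tracer with DMSO for no effect and tracer alone without Siah for full effect; strong numbers were not always called active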
# Lipid droplet cells 6.5 µM: second read-out of Lipid droplet, no call of its own (marks repeat the call); cell count; measured here: cell count, cytotoxicity flag;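 cells counted across two imaged fields per well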
# Dengue-2 NS5 capping pilot replicate: also measured in Dengue-2 NS5 capping; calls as there; inhibition, %; measured here: pilot screen replicate inhibition
# Myeloid diff 2 GFP+ MAC1+ %: recorded beside Myeloid diff 2, whose call it bears; GFP+ MAC1+ double positive, %; measured here: differentiation confirmed by MAC1 staining
# Numbers without * were called inactive; i = inactive; u = inconclusive; x = not tested or not shown; + = active, no number. Cut-off read from the data, not from the text of the source, unless noted: active = inhibition above about 50%; inactive = the rest. The list is partial; count on the stated rates, not on these rows.
SMILES,XIAP displacement,Lipid droplet,Lipid droplet cells 6.5 µM,HEK293 NOD2/NF-kB,LYP phosphatase,Myeloid diff 2,Myeloid diff 2 GFP+ MAC1+ %,AID2073,HIV fusion peptide,Dengue-2 NS5 capping,Siah-1 displacement,others
CCOC(=O)c1ccc(N(C(=O)CNC(=O)c2ccco2)C(C(=O)NCC2CCCO2)c2ccc(OC)c(OC)c2)cc1 (centres undefined),x,-2,824,4%,-13%,i,0.6,8%,-0.3%,-2%,1%,
COC(C[C@H]1O[C@@H]1[C@H](O)COCc1ccccc1)OC,x,-25,681,23%,-13%,+,5.8*,1%,1.2%,-9%,-2%,
CCOc1ccc(S(=O)(=O)Nc2ccc(C(=O)N3CCCC3)cc2)cc1,x,5,813,-2%,-3%,i,0.8,7%,0.3%,-7%,3%,
Cc1oc(C(=O)O)cc1CSCc1ccoc1C(=O)O,1.6%,x,x,4%,-10%,i,1.0,-2%,-1.4%,3%,-3%,
CS(=O)(=O)NCCOc1ccc(S(=O)(=O)N2CCCc3ccccc32)cc1,-20%,7,790,-14%,-3%,i,8.9,-6%,-0.9%,-6%,-1%,
O=C(c1ccccc1)N1CCN(S(=O)(=O)c2cccs2)CC1,x,1,606,3%,-7%,i,1.4,4%,-0.8%,-10%,-3%,
O=C(CSc1nc2ccccc2n1Cc1ccccc1)N/N=C/c1ccccc1C(=O)O,x,1,697,14%,-4%,i,1.1,6%,1.7%,5%,8%,
CC1CCCN(C(=O)CCNC(=O)Cn2cnc3ccccc3c2=O)C1 (centres undefined),x,11,820,-2%,-4%,i,0.7,0%,0.9%,-3%,11%,
O=S(=O)(NC1CCCCC1Sc1ncccn1)c1ccc(Cl)cc1 (centres undefined),-5.5%,-18,703,4%,0%,i,0.3,-1%,2.0%,-9%,1%,
CCn1c(=O)c([N+](=O)[O-])c(N2CCN(Cc3ccc4c(c3)OCO4)CC2)c2ccccc21,x,0,778,x,-3%,i,0.3,-4%,-2.4%,-8%,-4%,
CCOc1ccc(/C=C/C(=O)Nc2ccc(C(N)=O)cc2)cc1OC,-7.9%,-6,661,28%,-4%,i,0.2,15%,-0.9%,-4%,-10%,
O=C(CCN1CCCC1)Nc1cccc(Br)c1,-5.4%,3,784,6%,-4%,i,0.9,0%,-2.3%,2%,5%,
Cc1cccc(NCc2ccc(Br)cc2)n1,x,-11,761,-5%,-8%,i,0.4,17%,-1.3%,-1%,2%,
Cc1ccc(S(=O)(=O)n2ccc3c(OCCOCCSCC(NC(=O)OC(C)(C)C)C(=O)O)cccc32)cc1 (centres undefined),x,x,x,6%,1%,i,0.4,12%,42%,-3%,12%,
OCCNc1cc(Cl)ncn1,x,-13,696,9%,-7%,i,0.8,7%,-1.9%,-5%,0%,

# Structures listed so far containing an aryl thioether with sulfur outside any ring (two):
SMILES,XIAP displacement,Lipid droplet,Lipid droplet cells 6.5 µM,HEK293 NOD2/NF-kB,LYP phosphatase,Myeloid diff 2,Myeloid diff 2 GFP+ MAC1+ %,AID2073,HIV fusion peptide,Dengue-2 NS5 capping,Siah-1 displacement,others
O=C(CSc1nc2ccccc2n1Cc1ccccc1)N/N=C/c1ccccc1C(=O)O,x,1,697,14%,-4%,i,1.1,6%,1.7%,5%,8%,
O=S(=O)(NC1CCCCC1Sc1ncccn1)c1ccc(Cl)cc1 (centres undefined),-5.5%,-18,703,4%,0%,i,0.3,-1%,2.0%,-9%,1%,

# Next part
SMILES,XIAP displacement,Lipid droplet,Lipid droplet cells 6.5 µM,HEK293 NOD2/NF-kB,LYP phosphatase,Myeloid diff 2,Myeloid diff 2 GFP+ MAC1+ %,AID2073,HIV fusion peptide,Dengue-2 NS5 capping,Siah-1 displacement,others
O=C(COC(=O)c1cccc(-n2cnnn2)c1)c1ccccc1,x,3,844,-4%,-4%,i,1.1,4%,1.1%,0%,3%,
Cc1nn2c(N3CCN(C(=O)c4ccco4)CC3)cc(C(C)(C)C)nc2c1-c1ccc(Cl)cc1,1.4%,x,x,13%,-9%,x,x,7%,-1.7%,x,-1%,
N=c1oc2ccccc2cc1-c1nc(-c2ccccc2)cs1,-1.0%,19,584,9%,6%,i,0.7,u,92%,-1%,-6%,
COc1ccc2[nH]c(=O)c(CNc3cc(C)ccc3C)cc2c1,x,3,620,8%,1%,i,0.7,-6%,3.1%,-4%,3%,
CCOC(=O)Cc1csc(SC(C)C(=O)Nc2ccc(NC(C)=O)cc2)n1 (centres undefined),-3.5%,14,777,6%,-6%,i,2.5,-3%,0.4%,-4%,-3%,
Cc1nc2c(C(=O)NCc3ccc4c(c3)OCO4)cnn2c(C)c1Cc1ccc(F)cc1Cl,-2.8%,x,x,-10%,2%,i,6.7,u,-1.2%,-10%,-1%,
c1ccc(Cn2nnc3c(N4CCc5ccccc54)ncnc32)cc1,-9.7%,14,695,14%,-8%,i,0.4,18%,-0.4%,-3%,-4%,
O=C(/C=C/Nc1ccc(Br)cc1F)c1ccco1,-0.7%,-2,619,-144%,-2%,i,0.2,-2%,-0.6%,2%,4%,
CCOc1ccc(CCNC(=O)C2CC(C)=CCC2C(=O)O)cc1OCC (centres undefined),x,-1,844,15%,-6%,i,0.7,-2%,0.0%,2%,24%,
O=C(CSc1nnc(CCCN2C(=O)c3cccc4cccc(c34)C2=O)n1-c1ccccc1)NCCCO,-4.9%,10,647,8%,-6%,i,0.2,8%,0.1%,-1%,-2%,
COc1ccccc1C(=O)Oc1cc(C)[nH]c(=O)c1[N+](=O)[O-],-6.2%,1,762,9%,-4%,i,0.3,-6%,-1.4%,3%,0%,
CCOC(=O)COn1c(=O)c(-c2ccc(Cl)cc2)[n+]([O-])c2ccccc21,x,-6,826,6%,1%,i,0.8,26%,-0.6%,-3%,3%,
O=C(Cn1nnc2ccccc2c1=O)N[C@@H](Cc1c[nH]c2ccccc12)C(=O)O,-3.1%,-9,583,20%,-2%,i,0.3,-4%,4.6%,-10%,-1%,
CCOC(=O)C(CCCCOc1cccc(CC)c1)C(=O)OCC,-3.5%,-2,634,13%,-9%,i,0.8,2%,-0.5%,5%,2%,
CCOC(=O)C1CCCN(C(=O)COC(=O)c2ccc(C#N)cc2)C1 (centres undefined),-7.8%,1,671,-16%,-9%,i,0.1,-2%,-0.1%,0%,-6%,
CC(/C=N/NC(=O)c1cccs1)=C\c1ccccc1,-12%,5,798,-159%,8%,i,0.3,14%,1.2%,4%,9%,
O=[N+]([O-])c1cc(S(=O)(=O)C(F)(F)F)ccc1N1CCN(c2ccccc2)CC1,-6.0%,5,623,7%,1%,i,0.0,3%,-0.1%,-4%,0%,
COc1cccc(/C=C2\Sc3ccc(C(=O)NCc4cccnc4)cc3N(C)C2=O)c1,-4.2%,-16,701,2%,6%,i,0.2,40%,-1.4%,2%,-7%,
CC(C)n1c(SCc2cc(=O)[nH]c3ccccc23)nc2c1c(=O)n(C)c(=O)n2C,-1.9%,3,807,11%,-12%,i,5.6,17%,2.1%,0%,4%,
CC(=O)NC(=S)Nc1ccc2oc(-c3cc(F)c(F)cc3Cl)nc2c1,-5.8%,-1,584,-71%,-5%,i,0.2,38%,0.1%,-2%,-5%,
CC(C)NC(=O)NC(=O)COC(=O)c1ccccc1F,1.0%,-3,668,8%,1%,i,1.8,3%,-0.5%,-6%,18%,
C=C(C)CC(NCCc1ccccc1)c1ccco1 (centres undefined),-5.5%,21,678,2%,-4%,i,0.5,-1%,-0.8%,-9%,-4%,
O=c1cc(/N=C/c2coc3c(ccc4ccccc43)c2=O)[nH]c(=S)[nH]1,-4.1%,-17,663,1%,10%,i,0.4,53%*,25%,16%,6%,
CCN(CC)S(=O)(=O)c1ccc(N2CCOCC2)c(NS(=O)(=O)c2ccc(C(C)C)cc2)c1,-21%,28,597,3%,2%,i,0.2,-3%,0.9%,-1%,5%,
CN(C)CCn1c(=O)n(-c2cccc(Cl)c2)c(=O)c2c3c(sc21)CCCCC3,x,6,723,25%,-3%,i,0.7,4%,-1.9%,5%,5%,
N=c1c2c(n(Cc3ccccc3)c3c1CCC3)CCC2,-2.7%,x,x,45%,0%,+,2.1*,-5%,2.9%,-2%,-3%,
CCCOc1ccc(N2C(=O)CC(SCc3nc4ccccc4[nH]3)C2=O)cc1 (centres undefined),-3.6%,16,731,11%,-11%,i,1.1,-1%,0.6%,-4%,4%,
Cc1ccc(-c2cnn(-c3cccc([N+](=O)[O-])c3)c2N)cc1,-3.5%,x,x,-71%,1%,i,0.6,22%,-3.2%,-3%,-11%,Dengue-2 NS5 capping pilot replicate=3.3
CCCCN(CCCC)CC1OCc2ccccc2CO1,-3.1%,x,x,0%,0%,i,0.7,10%,0.5%,-4%,-1%,
CCn1c(SCC(=O)N/N=C/C(C)=C\c2ccco2)nnc1-c1ccccc1,-5.1%,-6,618,12%,7%,i,0.0,5%,14%,-2%,6%,
Cc1ccc(-n2c(-c3ccco3)nc3nc4ccccc4nc32)cc1F,-6.1%,3,636,2%,5%,i,0.0,34%,34%,-6%,-1%,
O=C(C1=C[C@@H](c2csc3ccccc23)C[C@@H](OCc2ccc(CO)cc2)O1)N1CCN(Cc2ccccc2)CC1,-6.8%,-23,729,-5%,4%,u,x,23%,4.8%,-9%,2%,
Clc1ccccc1-c1ccc(/C=N/n2cnnc2)o1,2.6%,x,x,2%,-6%,i,0.6,9%,-2.2%,5%,5%,
CCc1cc2c(=O)c(-n3cnc4ccccc43)coc2cc1O,-5.4%,x,x,2%,-8%,x,x,6%,-1.5%,-2%,-1%,
C/C(=N/NS(=O)(=O)c1ccc(C)cc1)c1c[nH]c2ccccc12,x,-13,825,4%,-4%,i,0.9,1%,1.0%,-4%,3%,
O=C(CNC(=O)N1CC(=O)Nc2ccccc21)NCc1ccc(Cl)cc1,x,17,697,9%,-7%,i,4.9,-2%,1.1%,0%,6%,
CN(Cc1ccccc1)C(=O)C1CCCN(Cc2ccc(Cl)cc2)C1 (centres undefined),-1.0%,x,x,-13%,-1%,i,0.7,-5%,0.0%,-1%,5%,
O=C1NC2(Nc3ccccc31)C(=O)Nc1ccccc12 (centres undefined),-3.0%,21,637,-26%,-2%,i,0.4,14%,2.4%,-1%,-1%,
O=C(Nc1ccc(Cl)cc1)c1ccc(OC2CSC2)cc1,-4.1%,21,695,-37%,68%*,i,0.3,24%,0.9%,-9%,15%,
N#Cc1cccc(-c2cn(S(=O)(=O)c3ccc(Cl)cc3)nc2N)c1,-4.8%,-4,740,-18%,-1%,i,1.1,17%,2.3%,-10%,0%,
Cc1ccc(NC(=O)CO/N=C(\N)c2nonc2N)cc1,-5.9%,0,688,-5%,-3%,i,7.8,2%,-1.7%,-8%,1%,

# Screening data deposited in PubChem BioAssay by several laboratories.
